Source: PubChem
HSP90 inh – blocks HSP90-mediated luciferase refolding in reticulocyte lysate | Rabbit reticulocyte lysate, luciferase refolding luminescence, 3 h | inhibition, % at 5.6 µM | hit rate 0.91% among 290,000;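 active means inhibition above the screen-wide mean plus 3 SD, computed separately per campaign, cut at about 16% in these data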;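 further: 0% = DMSO wells and 100% = 60 µM geldanamycin wells; inhibitors lower the luminescence because luciferase stays unfolded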
HIF activator – HIF pathway transcriptional activation; AID 1910; hit rate 0.32% among 300,000; U2OS HRE-luciferase reporter, luminescence; normalized: DMSO 0%, desferrioxamine 100%; activation, % at 7.5 µM (by protocol);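 active means mean activation of at least 10% of the iron chelator positive control signal, with at least half of replicates also reaching 10%; inconclusive means mean and replicate majority disagree about reaching 10%; inactive means mean and most replicates under 10%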
Platelet DG rel – platelet dense granule release activity; human platelet-rich plasma, SFLLRN dense granule ATP release, luminescence; inhibition, %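 (compounds screened at 7.5 µM in platelet-rich plasma)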; hit rate 0.22% among 300,000; AID 1663;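 active means mean replicate score, as percent of positive control, at or above 50; inconclusive means mean below 50 but at least one replicate at or above 50; inactive means mean and every replicate below 50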
HSF1 activator – increases HSF-1 driven luciferase reporter signal | NIH3T3-HGL HSF-1 luciferase reporter, MG132, 8 h; 100% = twice DMSO control signal | activation, % at 9 µM | hit rate 1.7% among 300,000 | AID 504408;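 active means mean replicate activation of at least 50% with a set share of replicates each reaching 50%; inconclusive means only one of those two conditions met; inactive means mean below 50% and too few replicates reaching it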;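 further: 0% = median of the neutral control wells and 100% = twice that signal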
SKKanGAS inh – inhibitors of SKKanGAS S. pyogenes growth in kanamycin (SK-promoter or general growth effect). BacTiter-Glo, 6 h. inhibition, % at 7.5 µM. hit rate 1.3% among 300,000. AID 1662;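 active means mean replicate score, as percent of positive control median, at least 50; inconclusive means mean below 50 but one replicate at or above 50; inactive means mean and every replicate below 50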;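 further: strain carries kanamycin resistance gene driven by streptokinase promoter and grows in 40 µg/ml kanamycin; loss of luminescence reflects streptokinase promoter inhibition or plain growth inhibition; 0% = median of DMSO wells and 100% = positive control at its reference dose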
HSF1 inhib – HSF1 inhibition | NIH3T3-HGL HSE-luciferase, MG132-induced, luminescence 8 h; stronger effect = lower value | activity change, negative = inhibition, % at 7.5 µM (by protocol) | hit rate 0.77% among 300,000 | AID 2098;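 active means more than half of replicate wells show activity change below -50%, luminescence cut by over half; inconclusive means some wells, but at most half, below -50%; inactive means no replicate well below -50%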;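 further: luciferase reports HSF-1 transcriptional activity via heat shock element; 0% = median of DMSO wells and -100% = zero luminescence signal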
IEC-6 cytotox – IEC-6 cytotoxicity, counter-screen for KLF5 inhibitors. luminescence viability. inhibition, % at 5 µM. hit rate 0.78% among 290,000; in the data active means inhibition above about 22%;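 further: 0% = plate median of test compound wells and 100% = cytotoxic reference compound wells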
KLF5 inhibitor – inhibitors of KLF5 expression | DLD-1 KLF5 promoter-luciferase reporter, luminescence | inhibition, % at 5 µM | hit rate 0.23% among 290,000;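 active means inhibition above a per-plate limit of that plate's mean compound inhibition plus 3 SD, cut at about 60% in these data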;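 further: 0% = DMSO wells and 100% = LY294002 at 200 µM; higher means less KLF5 promoter-driven luciferase light; inactives centre near -14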
aSyn 5UTR inh – MLPCN primary screen, SNCA 5' untranslated region; inhibition, % (tested at 7.5 µM); hit rate 0.82% among 300,000; alpha-synuclein 5'UTR reporter, inhibitor activity; in the data active means inhibition above about 60%; inconclusive means no clear call, values can overlap the other calls;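 further: H4 neuroglioblastoma cells stably carrying SNCA 5'UTR luciferase fusion; 0% = DMSO wells and 100% = positive control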
AI-2 QS modul – Vibrio harveyi AI-2 quorum sensing modulation; activity change, % at 7.5 µM; AID 2094; hit rate 0.4% among 300,000; Vibrio harveyi JMH597 AI-2 luminescence/OD600 ratio, 9 h; stronger effect = lower value; strain lacks LuxN and CqsS sensors; 0 = neutral-control median; in the data active means activity change below about -75%, passing the limit was not always enough; inconclusive means no clear call, values can overlap the other calls;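 further: luminescence divided by OD600 gain over 9 h not by final OD600 alone; inactives centre near 13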
Numbers without * were called inactive; ? = inconclusive; nt = no result given.

SMILES	HSP90 inh	HIF activator	Platelet DG rel	HSF1 activator	SKKanGAS inh	HSF1 inhib	IEC-6 cytotox	KLF5 inhibitor	aSyn 5UTR inh	AI-2 QS modul
COc1ccccc1N1CCN(C(c2ccccc2)c2nnnn2CCc2ccccc2)CC1 (stereo not given)	-3	-0.4	-1	42	8	16	1	-38	16	-6
O=C(Nc1ccc(Br)cc1)c1ccc2ncsc2c1	43*	1.8	2	-5	2	-1	1	-63	-128	6
CCN(CC)CCCn1c2c(c(SCC(=O)N3CCc4ccccc43)nc1=O)CCC2	nt	0.8	-4	-3	-3	-8	nt	nt	12	14
CCCn1cc(S(=O)(=O)c2ccc(C)cc2)c(=O)c2cc(OCC)ccc21	0	0.0	5	-6	0	-10	-1	-20	8	10
CC1=C(C(=O)OCC(C)C)C(c2ccsc2)NC(=O)N1 (stereo not given)	24*	-0.1	2	11	-1	10	5	-17	14	-16
O=c1cc(CN2CC(O)Cc3ccc4ccccc4c32)nc2sccn12 (stereo not given)	5	-1.1	16	14	10	10	10	-7	21	17
COC(=O)C1CC(O)CN1S(=O)(=O)c1cccs1 (stereo not given)	0	-0.1	-2	5	-6	-5	0	-12	2	5
Cc1cc(C)nc(SCc2ccc3nonc3c2)n1	0	-0.3	-2	-3	-1	9	-2	-2	24	24
C=CCN(CC=C)CCCOc1ccc(Br)cc1Cl	-1	0.6	-8	8	6	-5	-2	-23	-20	8
NC(=O)c1ccc2nc(NC(=O)c3ccc(N)cc3)sc2c1	4	0.7	-1	0	6	11	2	-55	-79	7
COc1ccc(-c2csc3ncn(-c4ccc(C)cc4)c(=O)c23)cc1OC	-1	-0.5	7	-3	0	-5	1	-32	19	9
O=C1CC(C(=O)Nc2ccccc2)N=C(N2CCOCC2)N1 (stereo not given)	-5	-0.1	-2	-5	0	-5	0	-33	18	12
CCOc1cc(CNCCO)cc(Br)c1OCc1ccc(Cl)cc1Cl	8	0.1	-4	2	14	-1	10	-13	4	9
Cc1cc(C)n2nc(C(=O)OCC(=O)Nc3ccc(F)cc3F)nc2n1	nt	0.0	1	-10	1	-2	nt	nt	-3	30
CCOC(=O)N1CCN(C(=O)CCNS(=O)(=O)c2ccc(C)c(C)c2)CC1	nt	0.3	3	-9	3	-5	nt	nt	0	nt
Cc1csc(=Nc2cccnc2)n1CC1CCCCC1	-5	nt	3	nt	3	nt	-7	-14	11	15
COc1ccc(-c2c3c(=O)n(C)c(=O)n(C)c3cn2N2CCOCC2)cc1	0	-0.2	7	5	-8	-7	2	-45	7	8
CCC(=O)Nc1sc2c(c1C(N)=O)CCN(C(C)=O)C2	-2	-0.1	11	3	-5	5	6	15	-1	18
N#CC1=C(N)Oc2n[nH]c(-c3cccs3)c2C1c1cccnc1 (stereo not given)	14	0.6	-2	-19	2	-7	8	-21	-16	18
C=CCn1c(COc2ccccc2)nnc1SCC(=O)Nc1ccc2c(c1)OCCO2	-1	0.1	13	9	-3	4	-5	-12	24	1
Cc1cc2nc(C)c3c(n2n1)CCC3	-1	-0.5	8	6	-1	2	-2	-25	21	12
COc1cc(/C=C/CN2CCN(Cc3ccc(C)o3)C(CCO)C2)ccc1O (stereo not given)	0	0.1	1	-3	-2	0	8	16	0	24
CN(CC(=O)Nc1ccccc1Cl)C(=O)COC(=O)C1CC1	nt	-0.1	-3	-1	-4	1	nt	nt	-8	12
CC(C)(C)NC(=O)Cn1c(=O)n(CC(=O)NC(C)(C)C)c2ccccc21	0	0.4	5	-7	-2	-4	4	-3	15	10
Cc1cc(NC(=O)CCC(=O)N(Cc2ccco2)C(C)(C)C(=O)NC2CCCCC2)no1	1	-0.4	-8	-7	5	-3	-1	-9	9	27
O=C(Nc1ccccc1)c1ccccc1O	1	0.8	0	42	7	21	1	-87	-151	30
CCOc1ccc(N2CC(C(=O)Nc3ccc(S(=O)(=O)N4CCCC4)cc3)CC2=O)cc1 (stereo not given)	9	-0.1	-3	6	-3	0	-4	-40	37	4
COc1ccc(Oc2ccc(NC(=O)c3ccccc3C)cc2)cc1	3	0.7	-7	34	7	7	6	-5	5	-32
c1ccc(-n2cnnc2SCc2cn3cccnc3n2)cc1	-2	-0.2	15	-4	-7	-6	-9	7	5	-1
CC(Oc1ccc(Br)cc1)C(=O)NC1CCN(Cc2ccccc2)CC1 (stereo not given)	nt	0.4	8	-2	-5	-6	nt	nt	14	15
O=C(O)c1cccnc1SC1CC(=O)N(Cc2ccccc2)C1=O (stereo not given)	-2	-0.3	-5	3	9	-6	-2	-30	16	18
CCN(C(=O)CSc1nc2cc(Cl)ccc2c(=O)n1CC(C)C)C1CCS(=O)(=O)C1 (stereo not given)	nt	0.0	-21	-15	-7	-6	nt	nt	8	12
O=C(CCN1C(=O)/C(=C/c2ccc(F)cc2)SC1=S)Nc1cc([N+](=O)[O-])ccc1O	-7	0.6	-1	1	28	-4	-11	-38	-9	11
Cc1c(C(=O)N(C)C(C)c2ccccn2)oc2c(F)cccc12 (stereo not given)	4	1.9	-14	26	-5	13	3	-17	-18	27
CN(C)S(=O)(=O)c1cccc(COc2ccccc2C(=O)Nc2ccccc2)c1	-4	-0.1	1	25	-7	7	2	-38	-31	22
Cc1cc(NC(=O)c2cc(-c3ccc(OC(C)C)cc3)nc3ccccc23)no1	4	1.5	-62	16	4	20	1	-26	-45	6
CCSc1nnc(-c2c[nH]c3ccccc23)o1	-3	3.4	-6	30	-2	21	5	-102	-104	10
Cc1cccc(C)c1Nc1nnc(SCC(=O)NC(=O)c2cccn2C)s1	0	0.4	-11	9	5	-4	-3	-6	-24	17
Cc1ccc(NC(=O)C2CCCN2C(=O)OCc2ccccc2)cc1F (stereo not given)	5	nt	1	19	1	9	8	-12	-5	12
Cc1nn(C)c(C(=O)N/N=C/c2ccc(-c3ccccc3)cc2)c1Cl	-1	0.0	-4	-16	0	-2	-6	5	-28	9
N#Cc1ccc(NC(=O)COC(=O)C2Cc3ccccc3CN2C(=O)c2ccccc2)cc1 (stereo not given)	-5	nt	-3	-21	3	-11	-4	-16	35	10
O=C(CC(=O)NCc1cccnc1)NCc1cccnc1	2	0.1	-4	0	-11	4	-4	-8	12	-5
CC(C)c1nnc(SCC(=O)NC(C)(C)C)n1C	-2	-0.4	-3	-15	-5	-5	8	-35	-16	-6
CCSc1nccc(-c2nn(-c3ccc(C)cc3)ccc2=O)n1	-2	-0.3	-1	-6	2	-4	17	7	21	nt
COc1ccccc1NC(=O)C1CCCN(S(=O)(=O)c2cnc[nH]2)C1 (stereo not given)	0	nt	-13	10	4	-3	3	4	12	18
CN(Cc1ccccc1)C(=O)C1CCN(S(=O)(=O)c2cccc3nonc23)CC1	-1	-0.3	-16	4	4	-7	0	0	-8	3
N#Cc1cc(-c2ccccc2)cnc1Sc1ccccc1	1	1.1	-4	?	-16	29	-6	17	-38	7
OCCN(Cc1ccccc1)CC1CC=CCC1 (stereo not given)	-1	0.1	2	11	-7	-3	-3	-16	4	6
O=C(O)C1CCCN(S(=O)(=O)c2ccc(Br)cc2)C1 (stereo not given)	2	0.0	11	-4	-1	0	-4	-2	-13	7
O=C(NCc1ccccn1)Nc1cc(Cl)ccc1Cl	-1	0.0	3	22	-5	9	-1	-42	-14	16
CCNC(=S)NNC(=O)c1ccccn1	-3	-6.5	10	7	1	6	-11	2	5	-24
Cc1ccc(-c2nnc(SCC#N)n2N)cc1	0	-0.1	-4	3	0	2	-3	-13	25	20
CC(=O)Nc1cccc(/C(C)=N/NC(=O)c2ccc(Cl)cc2Cl)c1	5	0.2	3	45	-5	13	2	-8	-52	21
COc1cc(/C=C/C(=O)c2ccc(O)cc2)ccc1OCC#N	10	1.4	5	5	3	-2	9	-40	-134	-41
O=C(NNc1nc2cc3c(cc2s1)OCO3)c1ccccc1	-1	1.4	-20	-8	-3	-5	0	-47	-58	-91*
CC(=O)c1c(C)[nH]c(C(=O)OCc2ccc(Br)cc2)c1C	-5	1.9	1	22	0	17	-3	-25	-74	10
NC(=O)c1nsc(C(=O)N(CC(=O)NC2CCCCC2)c2ccc(Cl)cc2)c1N	3	-0.2	-6	12	3	1	4	-18	-19	12
COC(=O)c1cc(NC(=O)Nc2ccccc2)ccc1Cl	-1	1.7	14	9	-5	3	-5	-42	-55	9
O=C(COC(=O)c1ccccc1NC(=O)c1ccco1)Nc1ccc2c(c1)OC(F)(F)O2	3	-1.8	-6	-20	14	-10	3	-13	-2	33
NC(=O)CC(c1ccccc1)c1ccco1 (stereo not given)	-4	0.2	4	1	11	-9	-4	4	4	11

Other results follow:
SMILES	HSP90 inh	HIF activator	Platelet DG rel	HSF1 activator	SKKanGAS inh	HSF1 inhib	IEC-6 cytotox	KLF5 inhibitor	aSyn 5UTR inh	AI-2 QS modul
COC(=O)c1sc(NC(=O)CSc2nncs2)c(C(=O)OC)c1C	-2	-26	-1	49	29	19	0	-40	-1	33
O=C(CCC1CCCCC1)Nc1c2c(nn1-c1ccc(F)cc1)CS(=O)C2 (stereo not given)	-1	0.0	2	-9	-1	-7	-6	-13	6	1
COc1ccc(C(C)NC(=S)NC2CCCC2)cc1OC (stereo not given)	5	-0.9	-10	4	-5	2	1	-9	4	18
COc1cc(NC(=O)COc2cc(C)cc3oc(=O)c(C)c(C)c23)cc(OC)c1OC	0	-0.2	4	-10	8	3	6	-1	-4	21
O=C1C2C(C(=O)N1c1ccncc1)C1C=CC2C12CC2 (stereo not given)	6	-0.8	-4	23	-5	-4	-1	-7	-13	11
Cc1cc(C)cc(NC(=O)CSc2nnc(-c3ccccc3)n2N)c1	-1	-0.3	4	9	-4	7	-2	-11	-19	13
C#CC1CCCCC1NC(=O)Nc1cnccc1C(F)(F)F (stereo not given)	0	0.4	2	8	0	2	-7	6	15	19
COc1ccc(S(=O)(=O)N2CCN(C(=O)NC3CCCCC3)CC2)cc1OC	0	-0.4	-1	-7	1	0	2	11	14	10
Cc1ccc(Oc2ccc3c(c2)C(=O)N(c2ccc(S(=O)(=O)Nc4nccs4)cc2)C3=O)cc1	0	-0.3	-7	16	93*	0	-2	-21	-12	5
CN(C(=O)CN1C(=O)S/C(=C\c2ccc(F)cc2)C1=O)C1CCS(=O)(=O)C1 (stereo not given)	-6	-0.3	2	3	-2	-5	4	-12	-4	18
CC1CCCN(C(=O)C2CCN(CC3CC=CCC3)CC2)C1 (stereo not given)	1	-0.2	0	8	4	-3	0	6	0	41
O=C(O)COc1ccccc1/C=N/NC(=O)c1cc2ccccc2cc1O	-2	-0.3	5	4	7	-5	-5	1	47	29
Cc1cc(OC(=O)c2cc(Cl)nc3ccccc23)ccc1Cl	1	0.0	9	33	0	11	-2	3	-11	18
COc1cc(C(C#N)N2CCCCC2)ccc1O (stereo not given)	2	-0.8	5	-3	3	-10	-1	-13	18	20

The order is random; about 6% have a hit in one of these screens.
